# Assay outcomes from PubChem BioAssay.
# Ba/F3 V617F tox = reduce viability of Ba/F3 cells dependent on JAK2V617F. Ba/F3 EpoR-JAK2V617F viability, ATP luminescence. inhibition, % at 5.6 µM. actives 1.1% (n = 220,000). AID 1446;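 active = inhibition above the campaign mean plus 3 SD over all tested compounds, cut at about 24% in these data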;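 also: cytokine-independent growth of Ba/F3 cells driven by EpoR plus mutant JAK2; 0% = DMSO-treated cells and 100% = JAK inhibitor I control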
# S1P4 ag = agonists of human S1P4 receptor; S1P4-expressing cell line, agonist reporter assay; O95977; activation, % at 4.98 µM; actives 0.35% (n = 220,000); in the data active = activation above about 11%;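 also: 0% = DMSO vehicle and 100% = reference agonist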
# Target sequence (O95977 whole entry, looked up): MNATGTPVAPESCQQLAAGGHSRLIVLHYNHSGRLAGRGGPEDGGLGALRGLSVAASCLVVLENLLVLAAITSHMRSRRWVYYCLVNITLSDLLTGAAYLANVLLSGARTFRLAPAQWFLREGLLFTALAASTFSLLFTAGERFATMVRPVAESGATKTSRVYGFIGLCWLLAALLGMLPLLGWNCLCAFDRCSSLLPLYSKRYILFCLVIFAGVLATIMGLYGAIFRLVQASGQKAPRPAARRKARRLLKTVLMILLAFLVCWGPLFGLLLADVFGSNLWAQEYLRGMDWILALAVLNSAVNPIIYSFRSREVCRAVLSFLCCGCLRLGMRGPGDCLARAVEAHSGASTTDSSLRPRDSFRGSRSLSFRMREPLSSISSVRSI
# NPY-Y2 PAM-ag = potentiators or agonists of human neuropeptide Y receptor Y2; activation, % at 3.6 µM; cells expressing NPY-Y2, potentiator/agonist read-out; P49146; actives 0.45% (n = 220,000); in the data active = activation above about 27%;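 also: cells stimulated with NPY near EC25 plus isoproterenol at EC100; 0% = vehicle plus submaximal agonist and 100% = vehicle plus saturating agonist; some results beyond the cut were filed as inactive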
# NPY1 pot ag = potentiators or agonists of human neuropeptide Y receptor Y1; actives 0.37% (n = 220,000); AID 1304; P25929; activation, % at 3.6 µM; NPY-Y1 expressing cells, potentiator/agonist activation; in the data active = activation above about 33%, passing the limit was not always enough;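 also: cells stimulated with NPY at EC10 then isoproterenol at EC100; 0% = low agonist plus stimulus and 100% = saturating agonist plus stimulus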
# Target sequence (P25929 whole entry, looked up): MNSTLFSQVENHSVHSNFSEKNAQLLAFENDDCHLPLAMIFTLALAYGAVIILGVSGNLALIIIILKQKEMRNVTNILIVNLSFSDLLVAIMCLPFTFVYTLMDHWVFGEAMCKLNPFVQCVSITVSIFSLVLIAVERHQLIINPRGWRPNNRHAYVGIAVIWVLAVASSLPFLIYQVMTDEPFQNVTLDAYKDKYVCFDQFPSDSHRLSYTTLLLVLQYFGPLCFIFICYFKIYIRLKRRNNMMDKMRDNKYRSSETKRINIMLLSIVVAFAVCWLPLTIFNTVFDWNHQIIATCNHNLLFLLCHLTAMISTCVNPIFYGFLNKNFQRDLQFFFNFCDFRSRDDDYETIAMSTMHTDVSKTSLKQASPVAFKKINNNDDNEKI
# S1P4 antag = antagonists of human S1P4 receptor | S1P4-expressing cells, antagonist mode, reporter read-out | inhibition, % at 4.98 µM | actives 0.26% (n = 220,000) | O95977; in the data active = inhibition above about 29%;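 also: 0% = wells stimulated with agonist and 100% = vehicle wells without agonist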
# NPY-Y1 antag = antagonists of human neuropeptide Y receptor Y1. actives 1% (n = 200,000). inhibition, % at 3.6 µM. HEK293-CNG Y1 cells, membrane potential fluorescence; NPY at EC95, then isoproterenol;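 active = inhibition above the campaign mean inhibition of all tested compounds plus 3 SD, cut at about 20% in these data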;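 also: 0% = DMSO wells given NPY plus isoproterenol and 100% = isoproterenol alone without NPY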
#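 Test system: HEK293 cells co-expressing NPY Y1 receptor and cyclic-nucleotide gated channel; Also added: NPY (25 nM), isoproterenol (1 µM), Ro 20-1724 (25 µM); Compound dosing: one concentration, 3.6 µM, in 0.4% DMSO; Timing: dye 3 h, compound 60 min room temperature, stimulation 45 min; Technique: Membrane-potential fluorescent dye readout.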
# CHOP inhibitor = blocks CHOP induction under ER stress; CHO-K1 CHOP-promoter luciferase, tunicamycin-induced, 15-18 h; inhibition, % at 10 µM; actives 3.8% (n = 220,000); AID 2732;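 active = compounds that reduced the stress-induced luciferase reporter signal by more than about 70% of percent inhibition, limit read from the data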;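 also: 0% = tunicamycin plus vehicle and 100% = wells without tunicamycin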
# BaF3 tox = reduces parental Ba/F3 cell viability, JAK2V617F counter-screen; CellTiter-Glo ATP luminescence; inhibition, % at 5.6 µM; actives 1.1% (n = 220,000); AID 1486;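 active = inhibition above a per-campaign cutoff, the mean inhibition of all tested compounds plus 3 SD, cut at about 27% in these data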;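 also: 0% = DMSO wells and 100% = JAK Inhibitor I control wells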
# NCF1 inh = blocks human p47phox regulatory protein of NADPH oxidases | P14598 | p47phox/p22phox peptide binding, fluorescence polarization, 2 h | inhibition, % at 24.7 µM | actives 0.53% (n = 220,000) | AID 1274;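 active = inhibition above about 30%, limit read from the data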;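 also: 0% = p47phox with labelled peptide and 100% = labelled peptide alone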
# * hit, by the source's call; x = not tested or not shown; & = joins results of further samples.
SMILES,Ba/F3 V617F tox,S1P4 ag,NPY-Y2 PAM-ag,NPY1 pot ag,S1P4 antag,NPY-Y1 antag,CHOP inhibitor,BaF3 tox,NCF1 inh
COc1ccc(C(=O)Nc2nnc(-c3ccccc3)o2)cc1OC,-2,-1.4,-10,-10,-3,8,29,3,-14
O=C(Cc1ccccc1)NNS(=O)(=O)c1ccc([N+](=O)[O-])cc1,-1,1.2,-1,-10,-15,2,27,3,-3
CSc1nc2nc(-c3ccccc3)cc(=O)n2[nH]1,2,0.6,10,8,-14,-3,-5,2,3
Cc1ccc(NC(=O)N2CCN(C)CC2)cc1NC(=O)N1CCN(C)CC1,4,0.9,-23,18,-4,x,-5,5,-12
CC/C(=N\NC(=O)CSCc1ccc(Cl)cc1)c1ccc2c(c1)OCCO2,7,0.2,-14,-12,-6,10,49,9,-14
CCOc1cc(C2c3c(-c4ccccc4)n[nH]c3C(=O)N2c2ccc(C(=O)O)cc2)ccc1O (centres undefined),1,0.7,1,12,0,1,18,2,8
O=C1COc2ccc(C(=O)COC(=O)/C=C/c3cccc(F)c3)cc2N1,-8,0.1,8,-5,-10,x,-16,4,-19
O=C(NCC1CCCO1)C1CCC(CNS(=O)(=O)c2ccccc2)CC1 (centres undefined),-3,2.4,16,-9,-4,-7,-24,4,2
COc1ccccc1N1CCN(c2nc3c(C)cccn3c(=O)c2C=O)CC1,5,-1.5,-21,-24,-17,3,39,3,-9
O=C(Cc1ccccc1Cl)NC1(O)C(=O)c2ccccc2C1=O,4,2.6,-22,10,-7,x,2,4,-1
Clc1ccccc1-c1nnc2sc(C3COc4ccccc4O3)nn12 (centres undefined),-6,2.4,-13,-61,-3,5,30,1,-7
CCOC(=O)c1c(C)nc2ccccc2c1-c1ccccc1,-2,-0.6,-3,13,-21,7,36,5,-15
O=C(CN(C(=O)Cn1nnc(-c2ccc(F)cc2)n1)C1CCCC1)NC1CCCC1,3,0.5,5,-13,11,-1,44,6,-7
CCOC(=O)c1c(NC(=O)CSc2nc3cc(Cl)ccc3s2)sc(C(C)=O)c1C,1,-0.1,1,11,-5,1,56,7,-108
CCOC(=O)N1CCC(N2CCCC(C(=O)c3cccc(OC(C)C)c3)C2)CC1 (centres undefined),-1,-0.2,-42,-2,-15,x,8,1,-15
CC1(C)Cc2nc(N)c(C(=O)NCCO)cc2CO1,-3,1.8,19,5,5,-1,-33,2,4
CCc1cc2cc(C(=O)Nc3ccc(F)cc3)sc2s1,-4,-0.1,7,-5,17,8,-7,2,-18
CCOC(=O)c1[nH]c2c(c1C)C(=O)CC(c1ccc(F)cc1)C2 (centres undefined),56*,-0.8,2,-8,2,9,x,56*,-12
O=[N+]([O-])c1ccc2c(c1)oc1ccccc12,1,-1.3,2,-2,-1,2,-18,5,-3
COc1ccc(COC(=O)NNC(=O)c2ccc(OC)cc2)cc1,-2,2.8,-14,-21,-11,8,-6,2,3
Cc1nc2c(=O)oc3ccccc3c2n1-c1ccccc1,-1,-0.6,-4,6,-15,-3,1,-1,-4
CCCN1CNC(=S)N(Cc2ccccc2)C1,-2,0.8,-4,3,-18,-2,23,2,-10
Cc1nn(-c2ccccc2)c(C)c1S(=O)(=O)O,-4,-3.0,3,10,-5,-3,-17,-3,-7
Cc1ccc(S(=O)(=O)Nc2ccc3c(c2)nc(CCN2CCCCC2)n3C)cc1,1,-0.8,-13,9,12,x,11,7,-14
CCOC(=O)c1[nH]c2ccc(OC)cc2c1NC(=O)CN1CCC2(CC1)OCCO2,-1,-0.9,-1,-2,-12,0,14,5,-10

# Following part.
SMILES,Ba/F3 V617F tox,S1P4 ag,NPY-Y2 PAM-ag,NPY1 pot ag,S1P4 antag,NPY-Y1 antag,CHOP inhibitor,BaF3 tox,NCF1 inh
CC(C)(C)C(=O)CSc1nccc(=O)[nH]1,-1,1.3,11,2,-12,-2,-2,1,1
N#Cc1c(Cn2cncn2)nc(=O)n(-c2ccccc2)c1N,1,-0.9,-4,0,-20,6,-4,6,-15
COc1ccc(CNC(=O)C(=O)NCc2ccncc2)cc1,0,-0.6,-1,19,-10,-3,8,5,-12
O=C(NC1CCCCCC1)c1cccnc1Sc1ccc(Cl)cc1,1,2.4,1,-17,-18,9,42,2,-2
COc1nc(-c2ccccc2)nnc1-c1ccccc1,-2,0.6,-20,-35,-21,12,58,-1,-6
CC1=Nc2cc(C(=O)O)ccc2Sc2c(C)ccc(C)c21,-2,0.5,1,3,6,4,16,1,-5
CCC(C)NCCCOc1ccc(C)cc1OC (centres undefined),4,0.3,-2,-7,-12,-1,1,5,-5
CCOCCCNC(=S)N1CCN(C(=O)C(=O)Nc2ccc(C(=O)OC)cc2)CC1,0,0.9,-12,-22,-14,-1,-12,4,-14
O=c1[nH]c2ccccc2nc1C(F)(F)F,2,0.1,-8,-1,1,x,4,-5,-3
O=C(Cn1cnc2cc([N+](=O)[O-])ccc2c1=O)NCc1ccc(Cl)cc1,-4,1.9,-3,-2,-10,6,-27,-2,-2
CCN(CC)c1nc(OCCNC(=O)Nc2ccccc2)nc(N(CC)CC)n1,0,0.7,4,18,3,1,90*,4,2
COc1ccc(CN2CCN(S(=O)(=O)c3ccccc3)CC2)cc1Br,-3,-2.7,-15,-2,4,9,39,3,10
C=CCNC(=O)COc1cc(C)cc(C)c1C,-1,-2.7,4,5,3,1,66,4,2
CCCN1CCN(C(=S)Nc2sc(CC)cc2C(=O)OC)CC1,-3,-0.6,-18,-6,9,6,17,0,5
CCC(C)C(NC(=O)c1ccccc1NC(=O)c1ccco1)C(=O)O (centres undefined),0,1.5,-3,-3,1,-1,20,-1,-10
O=C(/C=C/c1ccco1)OCn1nnc2ccccc2c1=O,4,0.3,-18,-19,-6,0,19,6,-9
COc1ccc(CC(NC(C)=O)C(=O)NC2CCN(c3c4c(nc5ncnn35)CCC4)CC2)cc1OC (centres undefined),1,0.8,-23,15,-2,x,34,-11,-2
Cc1cc(NN)nc2ccc(Cl)cc12,0,-0.4,-3,-9,-10,3,16,0,-1
COc1ccc(/C=N/NC(=O)CSc2ccccc2)cc1OC,2,-1.0,-6,-12,-9,14,40,5,-6
CCC(=O)Nc1cc(C)c(OC)c(C)c1,0,-0.4,-8,-7,-15,4,30,8,9
COc1ccc(/C=C/C(=O)NCc2cnn(C)c2C)cc1COc1ccc(Br)cc1,-4,-1.2,0,-18,-5,0,22,2,-5
CCOC(=O)N1CCN(C(=O)C(c2ccccc2)c2ccccc2)CC1,3,0.8,-4,-1,-17,3,17,5,-12
Cc1ccc(SC(C)C(=O)NCc2ccc(F)cc2)cc1 (centres undefined),2,0.6,-8,-13,4,-5,5,13,-2
Cc1ccc(/C(O)=C2/C(=O)C(=O)N(CCN3CCOCC3)C2c2cccs2)cc1 (centres undefined),-1,-0.7,0,9,-9,-1,18,-1,-17
CCOC(=O)c1c(NC(=O)NC(C)(C)C)sc2c1CCN(C)C2,-2,0.7,13,7,19,x,16,2,-14

# Among those listed so far, 6 contain an aryl thioether with sulfur outside any ring.
SMILES,Ba/F3 V617F tox,S1P4 ag,NPY-Y2 PAM-ag,NPY1 pot ag,S1P4 antag,NPY-Y1 antag,CHOP inhibitor,BaF3 tox,NCF1 inh
CSc1nc2nc(-c3ccccc3)cc(=O)n2[nH]1,2,0.6,10,8,-14,-3,-5,2,3
CCOC(=O)c1c(NC(=O)CSc2nc3cc(Cl)ccc3s2)sc(C(C)=O)c1C,1,-0.1,1,11,-5,1,56,7,-108
CC(C)(C)C(=O)CSc1nccc(=O)[nH]1,-1,1.3,11,2,-12,-2,-2,1,1
O=C(NC1CCCCCC1)c1cccnc1Sc1ccc(Cl)cc1,1,2.4,1,-17,-18,9,42,2,-2
COc1ccc(/C=N/NC(=O)CSc2ccccc2)cc1OC,2,-1.0,-6,-12,-9,14,40,5,-6
Cc1ccc(SC(C)C(=O)NCc2ccc(F)cc2)cc1 (centres undefined),2,0.6,-8,-13,4,-5,5,13,-2

# Continuation.
SMILES,Ba/F3 V617F tox,S1P4 ag,NPY-Y2 PAM-ag,NPY1 pot ag,S1P4 antag,NPY-Y1 antag,CHOP inhibitor,BaF3 tox,NCF1 inh
CC(Nc1cccc2ccccc12)C(=O)N/N=C/c1ccccn1 (centres undefined),-2,0.3,15,12,7,-5,8,0,1
N#CC1(C#N)C(c2ccccc2)OC23CCCCC2C1(C#N)C(=N)O3 (centres undefined),-1,0.7,6,-9,1,-1,-28,7,-2
Cc1cccc(-c2nc(CS(=O)CC(=O)N3CCN(C)CC3)c(C)o2)c1 (centres undefined),-2,-0.2,-2,14,-2,3,37,6,-7
N#C/C(=C(/O)c1ccco1)c1nc2ccccc2s1,2&-4,1.5&1.4,19&20,19&32,1&-7,-8,-9&-31,3&1,-20&-9
Cc1ccsc1/C=c1\sc2ncnn2c1=O,-4,0.1,2,7,-5,-1,16,3,-40
CCn1c(C)nc2cc(C(=O)NNC(=S)NC(=O)c3ccc(OC)cc3)ccc21,6,0.4,-19,-3,6,0,28,13,-19
O=[N+]([O-])c1ccc(-c2ccc(/C=N/c3c(-c4ccco4)nc4ccccn34)o2)c(Cl)c1,-4,1.0,2,16,-9,3,79*,0,-6
Cn1nnnc1SCC(=O)Nc1nc(-c2ccccc2)c(-c2ccccc2)o1,2,0.9,-18,-28,-9,13,10,4,-17
Cc1cc2cc(CN(Cc3nnnn3C3CCCCC3)CC3CCCO3)c(=O)[nH]c2cc1C (centres undefined),-4,-0.9,2,-14,-5,1,50,-2,-1
COC(=O)c1cc(=O)n(CCc2ccc(OC)cc2)c(=Nc2ccc(F)c(Cl)c2)s1,-3,0.3,3,-3,-7,6,-34,4,-2
O=C(O)c1ccc(NS(=O)(=O)c2ccc3c(c2)C(=O)c2ccccc2C3=O)cc1,0,-0.3,-1,11,-21,5,-2,8,3
C=CCc1c(NCCO)nc(C)[nH]c1=O,0,-0.6,20,4,-17,-1,10,3,0
COc1cc(C2C(C#N)=C(C)NC(C)=C2C#N)cc(OC)c1OC,4,1.3,12,-32,7,0,12,3,-4

# Entries from the list above containing a thiophene ring, fused or not (six):
SMILES,Ba/F3 V617F tox,S1P4 ag,NPY-Y2 PAM-ag,NPY1 pot ag,S1P4 antag,NPY-Y1 antag,CHOP inhibitor,BaF3 tox,NCF1 inh
CCOC(=O)c1c(NC(=O)CSc2nc3cc(Cl)ccc3s2)sc(C(C)=O)c1C,1,-0.1,1,11,-5,1,56,7,-108
CCc1cc2cc(C(=O)Nc3ccc(F)cc3)sc2s1,-4,-0.1,7,-5,17,8,-7,2,-18
CCCN1CCN(C(=S)Nc2sc(CC)cc2C(=O)OC)CC1,-3,-0.6,-18,-6,9,6,17,0,5
Cc1ccc(/C(O)=C2/C(=O)C(=O)N(CCN3CCOCC3)C2c2cccs2)cc1 (centres undefined),-1,-0.7,0,9,-9,-1,18,-1,-17
CCOC(=O)c1c(NC(=O)NC(C)(C)C)sc2c1CCN(C)C2,-2,0.7,13,7,19,x,16,2,-14
Cc1ccsc1/C=c1\sc2ncnn2c1=O,-4,0.1,2,7,-5,-1,16,3,-40

# Not a hit list, and some 7.1% of all compounds hit somewhere here.
